# Screening data deposited in PubChem by several laboratories.
# aDG glyco act: alpha-DG glycosylation activation; Pro5-aDG cells, alpha-DG glycosylation AlphaScreen (IIH6); 0% Pro5, 100% B10-LARGE cell signal; activation, % at 10 µM; 0.22% of 360,000 active; AID 624168;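 active means activation of at least 8% versus controls, or a plate z-score of at least 8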;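 further: Pro5 are CHO cells carrying HIG-tagged alpha-DG that lacks glycosylation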
# ABCB6 inh 2: inhibitors of human ABC transporter ABCB6; Q9NP58; K562-ABCB6 porphyrin accumulation, flow cytometry, 1 h; hits give low values; fluorescence ratio to DMSO, % at 10 µM; 0.19% of 360,000 active;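 active means fluorescence ratio to DMSO below 75%, the collection mean minus 3 SD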;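 further: signal is porphyrin accumulated inside mitochondria; 100% equals median channel fluorescence of DMSO control wells; lower ratio means ABCB6 inhibition with less porphyrin fluorescence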
# ABHD5-PLIN5 inh: blocks binding of human ABHD5 to perilipin-5; AID 602281; 0.78% of 360,000 active; Q00G26+Q8WTS1; Split G. princeps luciferase complementation, luminescence, 4 h; inhibition, % at 4 µM;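 active means inhibition above the mean inhibition across every tested compound plus 3 SD, cut at about 22% in these data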;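 further: 0% = DMSO only wells and the 100% control is not disclosed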
# NOD2 RIPK2 PPI: blocks binding of human NOD2 to RIPK2 | O43353 | CHO BLA complementation NOD2-RIPK2, CCF4 ratio | inhibition, % at 4.98 µM | 0.38% of 360,000 active | AID 624267; in the data active means inhibition above about 21%;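 further: 0% = vehicle only and 100% = reference blocker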
# TLR9-MyD88 inh: TLR9-MyD88 interaction inhibition | AID 504734 | inhibition, % at 4.98 µM | 0.21% of 340,000 active | Q9NR96+Q99836 | CHO BLA complementation TLR9-MyD88, CCF4 FRET ratio;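 active means inhibition above the mean over all tested compounds plus 3 SD, cut at about 21% in these data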;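 further: 0% = DMSO only wells and 100% = clavulanate BLA inhibitor control wells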
# Target sequence (Q99836 whole entry, looked up): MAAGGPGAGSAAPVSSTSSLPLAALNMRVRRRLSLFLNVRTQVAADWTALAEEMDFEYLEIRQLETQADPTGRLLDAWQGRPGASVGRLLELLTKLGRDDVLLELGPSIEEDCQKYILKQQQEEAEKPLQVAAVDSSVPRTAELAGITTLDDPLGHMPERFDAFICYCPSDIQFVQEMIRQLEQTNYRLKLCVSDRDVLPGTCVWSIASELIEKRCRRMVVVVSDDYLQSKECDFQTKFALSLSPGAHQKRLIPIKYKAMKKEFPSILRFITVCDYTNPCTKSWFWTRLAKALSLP
# Target sequence (Q9NR96 whole entry, looked up): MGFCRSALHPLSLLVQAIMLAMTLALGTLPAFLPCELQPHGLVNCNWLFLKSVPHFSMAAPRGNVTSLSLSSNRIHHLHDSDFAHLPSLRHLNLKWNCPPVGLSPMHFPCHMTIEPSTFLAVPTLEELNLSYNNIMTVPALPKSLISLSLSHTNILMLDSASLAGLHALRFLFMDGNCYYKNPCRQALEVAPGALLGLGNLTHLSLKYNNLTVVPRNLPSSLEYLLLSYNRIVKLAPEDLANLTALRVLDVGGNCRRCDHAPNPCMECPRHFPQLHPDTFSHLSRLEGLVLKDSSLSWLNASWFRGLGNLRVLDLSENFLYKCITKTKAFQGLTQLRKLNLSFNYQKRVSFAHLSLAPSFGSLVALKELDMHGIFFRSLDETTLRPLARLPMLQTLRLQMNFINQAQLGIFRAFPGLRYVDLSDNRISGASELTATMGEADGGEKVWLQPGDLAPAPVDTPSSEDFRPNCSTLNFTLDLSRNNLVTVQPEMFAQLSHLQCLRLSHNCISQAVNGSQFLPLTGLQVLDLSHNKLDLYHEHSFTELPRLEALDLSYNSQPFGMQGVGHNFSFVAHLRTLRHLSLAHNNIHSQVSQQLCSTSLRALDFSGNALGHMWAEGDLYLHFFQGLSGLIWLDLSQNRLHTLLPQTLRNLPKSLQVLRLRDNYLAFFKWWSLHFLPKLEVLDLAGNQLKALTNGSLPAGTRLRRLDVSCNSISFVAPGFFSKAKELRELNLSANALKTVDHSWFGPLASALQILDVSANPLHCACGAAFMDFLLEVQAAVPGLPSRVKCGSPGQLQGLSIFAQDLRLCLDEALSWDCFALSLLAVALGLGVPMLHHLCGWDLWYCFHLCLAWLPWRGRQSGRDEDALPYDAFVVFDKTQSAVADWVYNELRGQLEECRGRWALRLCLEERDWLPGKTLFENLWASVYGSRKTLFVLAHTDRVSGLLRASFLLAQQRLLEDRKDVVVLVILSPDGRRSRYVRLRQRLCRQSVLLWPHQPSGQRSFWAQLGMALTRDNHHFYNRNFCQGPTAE
# N-glyco inh: blocks N-linked glycosylation in D54 reporter cells | D54 ERlucT glycosylation luciferase reporter, 24 h; percent of 100 nM tunicamycin response | reporter increase, % at 12.5 µM | 0.23% of 360,000 active | AID 588692;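 active means mean luciferase reporter signal, scaled so untreated is 0 and the glycosylation-blocking control 100, at or above a set limit in every replicate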;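 further: luciferase carries N-glycosylation sites so blocking glycosylation raises the light; 0% = median of neutral control wells and 100% = median of 100 nM tunicamycin wells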
# Vif inh: HIV Vif inhibition. HEK293T cells, Vif self-association by quenched fluorescence, imaging, 24 h. inhibition, % at 7.49 µM. 0.35% of 340,000 active. AID 602346; in the data active means inhibition above about 50%, passing the limit was not always enough; further: some results filed as inactive read as strong as hits
# MC4R barr agon: human MC4R agonism via beta-arrestin; U2OS MC4R beta-arrestin complementation, luminescence; percent of melanotan II response, DMSO zero; activation, % at 8.9 µM; 0.98% of 360,000 active;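 active means activation above a per-plate cutoff, the mean activation of sample wells on that plate plus 3 SD, cut at about 8% in these data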
# Exocytosis inh: lytic granule exocytosis inhibition. TALL-104 LAMP-1 surface exposure, flow cytometry; cells stimulated with thapsigargin and PMA. inhibition, % at 10 µM. 0.66% of 360,000 active. AID 651702;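 active means inhibition above about 55%, limit read from the data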
# MC4R antagonist: human MC4R antagonism in cAMP assay. P32245. MC4R-expressing cells, MTII-stimulated cAMP, LANCE TR-FRET. inhibition, % at 6.5 µM. 0.48% of 360,000 active;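 active means inhibition above its plate's cutoff, the mean of tested wells on that plate plus 3 SD, cut at about 29% in these data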;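 further: 0% = Melanotan II alone and 100% = Melanotan II plus saturating MCL0020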
#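 material = U2OS cells stably expressing human melanocortin 4 receptor (MC4R) | also added = Melanotan II challenge | dosing = single nominal compound dose of 6.5 µM | detection = TR-FRET with Eu-cAMP and labeled anti-cAMP, 671 nm | replication = singlicate | timing = compound 30 min, challenge 1 h, detection 1 h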
# Numbers without * were called inactive; / = not tested or not shown; & = joins results of further samples. A portion of the library; rates above refer to the full screens.
1) COc1cccc(C2CC3(CC(C)(C)NC(=S)N3)Oc3cc(O)ccc32)c1 (configuration not stated)
2) CNC(=O)c1ccc(NC(=O)CC2SC(N3CCCC3)=NC2=O)cc1 (configuration not stated)
3) O=C(CCn1cnnn1)Nc1ccc(Cl)c(Cl)c1
4) O=C(COc1ccccc1)Nc1nc2cc3c(cc2s1)OCCO3
5) COc1ccc(-n2c(Cc3cccn3C)nnc2SCC(=O)NCc2ccco2)cc1
6) CCOC(=O)c1cnc(SCC(=O)Nc2cc(C(F)(F)F)ccc2N2CCOCC2)nc1N

assay / compound	1	2	3	4	5	6
aDG glyco act	0.0	-0.1	0.2	0.0	0.0	-0.1
ABCB6 inh 2	99	106	102	100	100	97
ABHD5-PLIN5 inh	2	-2	7	-3	4	-2
NOD2 RIPK2 PPI	6	1	2	-4	-18	10
TLR9-MyD88 inh	8	15	4	1	-11	2
N-glyco inh	1	-1	4	4	0	0
Vif inh	5	-4	3	16	6	-1
MC4R barr agon	-0.8	0.7	-1.3	14*	-0.4	-2.3
Exocytosis inh	-4	-1	4	0	-2	-1
MC4R antagonist	14	6	-6	5	-6	3

# An excerpt from above, showing only Vif inh.
entry | structure | Vif inh
2 | CNC(=O)c1ccc(NC(=O)CC2SC(N3CCCC3)=NC2=O)cc1 (configuration not stated) | -4
3 | O=C(CCn1cnnn1)Nc1ccc(Cl)c(Cl)c1 | 3
4 | O=C(COc1ccccc1)Nc1nc2cc3c(cc2s1)OCCO3 | 16

# (next part)
7) O=S(=O)(c1ccc2ccccc2c1)N1CCN(S(=O)(=O)N2CCOCC2)CC1
8) CCN(CC)c1ccc(C(=O)c2ccccc2C(=O)O)c(O)c1
9) Oc1c(C=C2N=c3ccccc3=N2)sc(=S)n1-c1ccc2ccccc2c1
10) CCn1c2ccccc2c2cc(NS(=O)(=O)c3ccc(C)cc3)ccc21
11) CCCc1c(C(=O)N/N=C/c2ccc(OCc3ccccc3)cc2)nnn1-c1nonc1N
12) N#Cc1cc(S(=O)(=O)c2ccccc2)c(N)[nH]c1=O

assay / compound	7	8	9	10	11	12
aDG glyco act	0.1	0.1	0.2	-0.2	0.0	0.0
ABCB6 inh 2	93	109	108	108	98	94
ABHD5-PLIN5 inh	-1	2	3	0	-2	3
NOD2 RIPK2 PPI	5	-13	-3	-5	7	-4
TLR9-MyD88 inh	-5	-5	-9	3	1	-4
N-glyco inh	0	-1	-2	-1	0	1
Vif inh	5	7	-2	-4	-1	0
MC4R barr agon	-1.4	-0.2	0.6	-0.8	0.2	-1.5
Exocytosis inh	-2	1	59*	20	-6	-2
MC4R antagonist	-6	15	7	10	-1	-6

13) O=C1CCCc2ccccc2N1Cc1c(Cl)cccc1Cl
14) COc1cc(/C=N/NC(=O)c2ccncc2)ccc1OCCN1CCCCC1
15) Cc1cc(C(=O)N2CCCC(N3CCN(c4cccc(C(F)(F)F)c4)CC3)C2)nn1C (configuration not stated)
16) CCCCNC(=O)c1ccc(CNc2c(N3CCC(C(=O)OCC)CC3)c(=O)c2=O)cc1
17) CC1(C)CC(N2CCCCC2)=CC(=[N+]2CCCCC2)C1
18) CCOC(=O)c1c(C)oc2c1c1c(c3ccccc32)OCN(Cc2cccnc2)C1

assay / compound	13	14	15	16	17	18
aDG glyco act	-0.3	-0.2	0.2	-0.3&-0.1	0.0	0.9
ABCB6 inh 2	95	84	98	95&94	110	103
ABHD5-PLIN5 inh	-3	-7	-8	-5&0	-2	-46
NOD2 RIPK2 PPI	11	2	1	-3&-1	6	-4
TLR9-MyD88 inh	-12	9	2	-10&2	-1	-2
N-glyco inh	0	2	1	1&0	0	1
Vif inh	-2	0	12	-4	-5	2
MC4R barr agon	1.5	-1.3	-1.4	1.7&-1.2	-1.3	0.2
Exocytosis inh	0	4	-14	-8&-2	-2	1
MC4R antagonist	8	-4	3	11&-4	1	-7

19) C[C@H](CO)N1C[C@H](C)[C@@H](CN(C)Cc2ccncc2)OCc2cnnn2CCCC1=O
20) Cc1c(NC(=O)NC(C)N2C(=O)C3C4C=CC(C4)C3C2=O)c(=O)n(-c2ccccc2)n1C (configuration not stated)
21) Cn1nc(C(=O)Nc2ccccc2N2CCCC2)c2ccccc2c1=O
22) O=C(Cc1ccccc1)OCC(=O)c1cccc([N+](=O)[O-])c1
23) Cc1cccc2c1N(CCCOc1ccccc1)C(=O)C2=O
24) COc1ccccc1CN1CCN(Cc2ccc3ccccc3c2)CC1

assay / compound	19	20	21	22	23	24
aDG glyco act	-0.1	0.1	-0.3	-0.3	0.2	0.1
ABCB6 inh 2	117	90	93	101	105	93
ABHD5-PLIN5 inh	-10	4	-7	4	12	5
NOD2 RIPK2 PPI	-1	-9	-6	-14	0	-10
TLR9-MyD88 inh	6	-4	1	-1	-2	0
N-glyco inh	2	1	0	3	1	0
Vif inh	14	/	-12	3	-5	1
MC4R barr agon	1.2	-0.4	-1.7	1.2	1.5	1.5
Exocytosis inh	5	4	2	0	40	12
MC4R antagonist	3	7	7	2	-6	3

25) Cc1cc(NC(=O)CSc2nnc(COc3cccc(C)c3C)n2Cc2ccco2)no1
26) CCN(CC)c1ccc(C(=O)OCC(=O)Nc2cc3oc4ccccc4c3cc2OC)cc1
27) CN(Cc1nc(C(c2ccccc2)c2ccccc2)no1)CC1COCCO1 (configuration not stated)
28) COc1cc(/C=N/N2C(=O)C3C4C=CC(CC4)C3C2=O)ccc1O (configuration not stated)
29) Cc1cc(NC(=O)CCCOc2ccc(Cl)cc2Cl)no1
30) Cc1cc(C)nc(NS(=O)(=O)c2ccc(NCN3C(=O)c4ccccc4C3=O)cc2)n1

assay / compound	25	26	27	28	29	30
aDG glyco act	0.3	0.0	0.2	-0.3	0.4	-0.2
ABCB6 inh 2	99	101	95	106	246	93
ABHD5-PLIN5 inh	5	4	-5	0	2	27*
NOD2 RIPK2 PPI	-1	8	-6	-5	1	0
TLR9-MyD88 inh	-10	4	0	/	2	-2
N-glyco inh	0	1	0	1	0	0
Vif inh	/	-5	-17	6	1	1
MC4R barr agon	-0.6	-0.8	0.9	-0.4	17*	-1.1
Exocytosis inh	0	9	4	8	1	4
MC4R antagonist	3	7	15	12	14	19

31) C(=N\Nc1nc(-c2ccccc2)cs1)/c1cccnc1
32) Cc1cnc(CN(C)C(=O)CC2C(=O)NCCN2Cc2cccc(F)c2F)[nH]1 (configuration not stated)
33) Cc1ccc(C)c(NC(=O)CCC(=O)N/N=C2/CC(=O)CC(C)(C)C2)c1
34) COc1ccc(-c2cccc(NS(=O)(=O)c3ccccc3[N+](=O)[O-])c2)nn1
35) O=C(N=C1SC2CS(=O)(=O)CC2N1Cc1ccccc1)C1CCCCC1 (configuration not stated)
36) O=C1CS/C(=N/N=C/c2ccc(OS(=O)(=O)c3ccccc3)cc2)N1

assay / compound	31	32	33	34	35	36
aDG glyco act	-0.2	0.3	-0.4	0.2	-0.2	0.2
ABCB6 inh 2	94	102	99	105	92	100
ABHD5-PLIN5 inh	-9	2	1	1	-4	1
NOD2 RIPK2 PPI	-1	-11	-10	-2	-5	3
TLR9-MyD88 inh	-11	-13	-1	-8	6	-1
N-glyco inh	-1	2	0	2	0	1
Vif inh	-10	4	-8	0	-1	-3
MC4R barr agon	0.4	-0.9	0.9	-1.8	-1.1	0.3
Exocytosis inh	-1	-1	3	4	-2	-3
MC4R antagonist	-1	3	-4	13	14	15

37) CCC(c1nnnn1-c1ccc2c(c1)OCCO2)N1CCN(C(C)=O)CC1 (configuration not stated)
38) CCOc1ccc(C=NN2CCCCCC2)cc1OCC
39) COc1ccc(NC(=O)CSCC(=O)Nc2ccc(C)c(S(=O)(=O)N3CCCCCC3)c2)cc1
40) CC(/C=C/c1ccccc1F)=N\NC(=O)c1cccc(F)c1
41) COc1ccc(OC)c(CN2C(=O)CN(S(C)(=O)=O)CC2(C)C(=O)Nc2c(C)cccc2C)c1 (configuration not stated)
42) c1cc2c3c(cccc3c1)C(N1CCOCC1)=N2

assay / compound	37	38	39	40	41	42
aDG glyco act	-0.2	0.0	0.1	0.9	-0.2	0.1
ABCB6 inh 2	96	94	100	101	/	100
ABHD5-PLIN5 inh	-1	-1	-13	-2	0	-3
NOD2 RIPK2 PPI	5	-8	1	1	-6	-1
TLR9-MyD88 inh	/	1	-6	0	/	/
N-glyco inh	/	-3	-3	16	/	5
Vif inh	/	0	-14	31	/	/
MC4R barr agon	/	0.5	-3.2	-1.8	/	-2.1
Exocytosis inh	-5	0	9	-1	-4	0
MC4R antagonist	/	-1	5	-13	/	-12

43) COc1cc(CNCCc2ccccc2)ccc1OCC(N)=O
44) COC(=O)c1sccc1NC(=O)Nc1cc(C)cc(C)c1
45) CC(C)(C)C(=O)NC(=S)Nc1ccc(Cl)c(C(=O)O)c1
46) O=C(CSc1ccc2nnc(-c3cccnc3)n2n1)NCc1ccco1
47) Cc1cccc(NC(=O)c2ccc(Cl)nc2)n1
48) CCCn1c(C)cc(C(=O)CSc2nc3nc(C)cc(C)n3n2)c1C

assay / compound	43	44	45	46	47	48
aDG glyco act	-0.1	0.2	0.0	0.0	0.1	0.8
ABCB6 inh 2	104	96	97	97	93	100
ABHD5-PLIN5 inh	0	-10	0	-2	-3	-1
NOD2 RIPK2 PPI	-9	-5	6	4	1	-22
TLR9-MyD88 inh	-8	0	-7	-6	-1	-2
N-glyco inh	2	-1	0	1	/	-3
Vif inh	-3	-3	2	/	/	-1
MC4R barr agon	-2.8	-1.5	-2.4	-1.0	-0.4	-2.6
Exocytosis inh	2	-15	4	0	2	-2
MC4R antagonist	3	-1	7	1	5	-7

49) Cc1cccc(C(=O)NCC(=O)N2CCN(S(=O)(=O)c3ccc4c(c3)OCCO4)CC2)c1
50) COCCNC(=O)c1cc(S(=O)(=O)N2CCC3(CC2)OCCO3)ccc1F
51) CCOC(=O)CNC(=S)N(CCCN1CCN(C)CC1)Cc1cccs1
52) C/C(=N\NC(=O)c1ccc(Cn2cc(Br)cn2)o1)c1cccc(NC(=O)C(C)(C)C)c1
53) CCCC(=O)NC(c1ccco1)c1cc([N+](=O)[O-])c2cccnc2c1O (configuration not stated)
54) N#Cc1ccsc1NC(=O)COC(=O)c1ccc(NC(N)=O)cc1
55) CCOC(=O)CC(c1ccc(N)cc1)n1c(C)ccc1C (configuration not stated)
56) CC(C)CCC1(CCO)C(=O)N=C(N)NC1=O (configuration not stated)

assay / compound	49	50	51	52	53	54	55	56
aDG glyco act	0.8	-0.2	-0.1	-0.2	0.2	-0.1	-0.3	-0.2
ABCB6 inh 2	99	95	94	105	100	74*	100	99
ABHD5-PLIN5 inh	0	2	9	-2	35*	-5	-3	-4
NOD2 RIPK2 PPI	7	2	-1	1	-4	-1	-4	-12
TLR9-MyD88 inh	-9	7	1	-8	1	5	10	-5
N-glyco inh	3	0	3	0	3	-4	8	0
Vif inh	7	-5	19	-18	6	2	39	16
MC4R barr agon	-1.1	-2.8	0.7	-1.5	-3.7	-2.1	-1.1	-1.4
Exocytosis inh	29	-1	10	0	-5	0	3	-2
MC4R antagonist	9	7	2	3	6	-4	2	6

# Exocytosis inh, what is marked active above
9) Oc1c(C=C2N=c3ccccc3=N2)sc(=S)n1-c1ccc2ccccc2c1

assay / compound	9
aDG glyco act	0.2
ABCB6 inh 2	108
ABHD5-PLIN5 inh	3
NOD2 RIPK2 PPI	-3
TLR9-MyD88 inh	-9
N-glyco inh	-2
Vif inh	-2
MC4R barr agon	0.6
Exocytosis inh	59*
MC4R antagonist	7
